# Salmonella PhoP GFP: Inhibition of PhoP regulon, Salmonella typhi GFP reporter cells, confirmation, 4 h (AID 1850). Salmonella Typhi PhoP-promoter GFP reporter, fluorescence, 4 h; higher % means a stronger effect. one-dose inhibition, % at 50 µM; IC50 in µM for titrated hits. 310,000 tested, 0.33% active; in the data active = a potency from the dose series; inconclusive = inhibition mostly from about 25% at the one dose, without a potency; inactive = the rest, 99 in 100 with inhibition below about 19%;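 note: 0% = induced wells with vehicle and 100% = uninduced wells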
# M. tuberculosis: growth inhibition of non-replicating M. tuberculosis (AID 488890). Mycobacterium tuberculosis non-replicating, growth inhibition; higher % means a stronger effect. inhibition, % at 25 µM; hits with a dose series show IC50 in µM. 320,000 tested, 0.39% active; in the data active = a potency from the dose series; inconclusive = inhibition mostly from about 82% at the one dose, without a potency; inactive = the rest, 99 in 100 with inhibition below about 76%;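 note: plate controls were DMSO cells for no effect and high antibiotic wells for full effect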
# M. tuberculosis HTS: M. tuberculosis growth inhibition, HTS (AID 449762); M. tuberculosis H37Rv growth inhibition, 7H9 media; higher % means a stronger effect; 330,000 tested, 0.59% active; one-dose inhibition, % at 25 µM; IC50 in µM for titrated hits; in the data active = a potency from the dose series; inconclusive = inhibition above about 70% without an active follow-up result;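 note: bacterial growth assessed after seven days of incubation; strong numbers were not always called active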
# inhibitors of VEEV: inhibitors of VEEV TC-83 cytopathic effect, confirmation, Vero cells (AID 588727) | Vero cells, VEEV TC-83 cytopathic effect inhibition; higher % means a stronger effect | inhibition, % at 20 µM; hits with a dose series show IC50 in µM | 350,000 tested, 0.13% active; in the data active = a potency from the dose series; inconclusive = inhibition mostly from about 14% at the one dose, without a potency; inactive = the rest, 99 in 100 with inhibition below about 12%; note: strong numbers were not always called active
# H1N1 NS1A inhibition: H1N1 influenza NS1A inhibitors, functional cell based assay (AID 504329). NS1A functional cell-based assay, percent inhibition; higher % means a stronger effect. one-dose inhibition, % at 12.5 µM; IC50 in µM for titrated hits. 340,000 tested, 0.3% active; in the data active = a potency from the dose series; inconclusive = inhibition above about 27% without an active follow-up result; note: strong numbers were not always called active
# inhibitors of VEEV 10K pilot screen: also measured in inhibitors of VEEV; calls as there; inhibition, %; measured here: 10K pilot screen inhibition
# The depositor's hits bear a star; i = inactive; ? = inconclusive; . = not tested or not shown; & = joins results of further samples.
# Sample of the layout, 17 compounds:
SMILES,Salmonella PhoP GFP,M. tuberculosis,M. tuberculosis HTS,inhibitors of VEEV,H1N1 NS1A inhibition,others
COc1ccc(-c2nnc3n(CCc4ccccc4)c(=O)c4ccccc4n23)cc1OC,-11%,28%,-7%,11%,-2%,
CC(C)(C)C(=O)NC(=S)NNC(=O)c1ccc(-c2ccccc2)cc1,18%,?,?,?,1%,
CC(C)OCCCNC(=O)Cc1ccc(F)cc1,9%,-12%,9%,0.7%,2%,
CCC(C)c1ccccc1N1CC(C(=O)Nc2cc(S(=O)(=O)N3CCOCC3)ccc2OC)CC1=O (stereo unspecified),2%,8%,4%,4.4%,-6%,
C=CCn1c(=O)/c(=C/c2cc(OC)c(OC)c(OC)c2)s/c1=C(/C#N)c1nc2ccccc2n1C,-18%,15%,-13%,9.3%,17%,
O=c1c2[nH]c3ccc(F)cc3c2nc2n1CCCS2,6%,-20%,-5%,8.2%,0%,
Cc1ccc(-c2nnc(N(C)C(=O)c3cccnc3)s2)cc1,7%,25%,10%,4.7%,-6%,
O=C(CSc1nnnn1C1CCCC1)N1CCN(C(=O)c2ccco2)CC1,-5%&-1%,3%,-2%,i,-11%,
COc1ccc(C(O)P(=O)(OCc2ccccc2)c2ccc(N(C)C)cc2)cc1 (stereo unspecified),2%,-8%,2%,2.3%,-3%,
COc1ccc(NC(=O)CN(C)S(=O)(=O)c2ccc3c(c2)OCCO3)c2ncccc12,22%,13%,2%,6.3%,11%,
CC(C)=NNc1nc(-c2ccccc2)cs1,2%,6%,4%,0.2%,-3%,
Cc1ccc(C(=O)N2CCCC(Nc3ccc(C(C)C)cc3)C2)cn1 (stereo unspecified),-4%,24%,6%,0.6%,8%,
CCOC(=O)c1ccccc1NC(=O)c1c(O)[nH]c(=S)[nH]c1=O,-9%,-33%,70%,0.9%,2%,
Nc1cc(=O)[nH]c2ncnn12,.,.,.,2.4%,1%,
C[C@H]1COC(=O)CCC/C=C\C[C@H](CC(=O)N(CCO)Cc2ccccc2)C(=O)N1,.,0%,-2%,0.4%,-22%,
CC(=O)OCC(=O)Nc1ccc(N=Nc2ccccc2)cc1,-9%,13%,-4%,2.4%,8%,
COc1cc(NC(=O)CN2C(=O)CSc3ccc(S(=O)(=O)N4CCCC4)cc32)cc(OC)c1,2%,8%,3%,6.6%,-10%,

# All compounds of this part, from the start:
SMILES,Salmonella PhoP GFP,M. tuberculosis,M. tuberculosis HTS,inhibitors of VEEV,H1N1 NS1A inhibition,others
COc1ccc(-c2nnc3n(CCc4ccccc4)c(=O)c4ccccc4n23)cc1OC,-11%,28%,-7%,11%,-2%,
CC(C)(C)C(=O)NC(=S)NNC(=O)c1ccc(-c2ccccc2)cc1,18%,?,?,?,1%,
CC(C)OCCCNC(=O)Cc1ccc(F)cc1,9%,-12%,9%,0.7%,2%,
CCC(C)c1ccccc1N1CC(C(=O)Nc2cc(S(=O)(=O)N3CCOCC3)ccc2OC)CC1=O (stereo unspecified),2%,8%,4%,4.4%,-6%,
C=CCn1c(=O)/c(=C/c2cc(OC)c(OC)c(OC)c2)s/c1=C(/C#N)c1nc2ccccc2n1C,-18%,15%,-13%,9.3%,17%,
O=c1c2[nH]c3ccc(F)cc3c2nc2n1CCCS2,6%,-20%,-5%,8.2%,0%,
Cc1ccc(-c2nnc(N(C)C(=O)c3cccnc3)s2)cc1,7%,25%,10%,4.7%,-6%,
O=C(CSc1nnnn1C1CCCC1)N1CCN(C(=O)c2ccco2)CC1,-5%&-1%,3%,-2%,i,-11%,
COc1ccc(C(O)P(=O)(OCc2ccccc2)c2ccc(N(C)C)cc2)cc1 (stereo unspecified),2%,-8%,2%,2.3%,-3%,
COc1ccc(NC(=O)CN(C)S(=O)(=O)c2ccc3c(c2)OCCO3)c2ncccc12,22%,13%,2%,6.3%,11%,
CC(C)=NNc1nc(-c2ccccc2)cs1,2%,6%,4%,0.2%,-3%,
Cc1ccc(C(=O)N2CCCC(Nc3ccc(C(C)C)cc3)C2)cn1 (stereo unspecified),-4%,24%,6%,0.6%,8%,
CCOC(=O)c1ccccc1NC(=O)c1c(O)[nH]c(=S)[nH]c1=O,-9%,-33%,70%,0.9%,2%,
Nc1cc(=O)[nH]c2ncnn12,.,.,.,2.4%,1%,
C[C@H]1COC(=O)CCC/C=C\C[C@H](CC(=O)N(CCO)Cc2ccccc2)C(=O)N1,.,0%,-2%,0.4%,-22%,
CC(=O)OCC(=O)Nc1ccc(N=Nc2ccccc2)cc1,-9%,13%,-4%,2.4%,8%,
COc1cc(NC(=O)CN2C(=O)CSc3ccc(S(=O)(=O)N4CCCC4)cc32)cc(OC)c1,2%,8%,3%,6.6%,-10%,
CCc1nnc2sc(-c3ccc(NC(=O)CSc4ccc(Cl)cc4)cc3)nn12,-4%,0%,2%,2.9%,-67%,
COc1ccc(NC(=O)CN(C)S(=O)(=O)c2ccc(Cl)cc2)cc1Cl,24%,19%,-6%,1.6%,19%,
O=[N+]([O-])c1ccc(N2CCN(c3ccccn3)CC2)c(Cl)c1,10%,15%,9%,i,-9%,
Fc1cccc(/C=N/Nc2nccnc2Cl)c1,-5%,3%,-4%,i,-3%,
Nc1nc(N)n(-c2ccccc2)c(=Nc2ccccc2)n1,7%,-5%,-1%,0.1%,-25%,
Cc1cccc(NS(=O)(=O)c2c(C(=O)N3CCCC3)c(C)n(C)c2C)c1,-13%,-13%,7%,i,-5%,
CCn1c(SCC(=O)N/N=C/C=C/c2ccccc2[N+](=O)[O-])nnc1-c1ccc(Cl)cc1,0%,22%,5%,.,.,
N#Cc1ccsc1NC(=O)CN1CCOCC1,-5%,-4%,-8%,0.8%,-14%,
COc1ccccc1N(CN1C(=O)c2ccccc2C1=O)C(=O)c1cccc(C)c1,4%,-8%,-4%,1.5%,-2%,
CC1CN(c2nc3ccccc3nc2NS(=O)(=O)c2ccccc2)CC(C)O1 (stereo unspecified),.,19%,1%,12%,2%,
Cn1c(=O)c(NC(=O)c2ccccc2)c2n(c1=S)CCCCC2,0%,1%,6%,3.5%,-3%,inhibitors of VEEV 10K pilot screen=0.2
COc1cc(NC(=O)CSc2ncnc3c2cnn3Cc2ccccc2)cc(OC)c1,2%,15%,7%,i,-1%,
CCC(C)N(C(=O)CSc1ncnc2sccc12)C1CCS(=O)(=O)C1 (stereo unspecified),.,-8%,-12%,7.3%,-6%,
Cn1c(CNC(=O)c2cccs2)n[nH]c1=S,5%,-1%,-2%,0.7%,-4%,
COC(=O)C1=CO[C@@H](C)[C@H]2CN3CCc4c([nH]c5ccccc45)[C@@H]3C[C@H]12,-2%,5%,-3%,0.3%,1%,
CCCc1nc(N)c(C#N)c(-c2cccnc2)c1CC,-16%,11%,-7%,1.4%,19%,
Nc1nc(-c2ccc3c(c2)NC(=O)CO3)cs1,-1%,1%,2%,3.8%,-15%,
Cc1ccc(S(=O)(=O)NCCC(=O)OCC(=O)N(C)c2ccccc2)cc1,7%,56%,?,2.9%,-6%,
O=C(COC(=O)CNC(=O)c1ccc(Cl)cc1Cl)NNC(=O)c1ccccc1F,.,6%,-3%,1.3%,1%,
O=CN(c1ccccc1)c1ccc2ccccc2c1,-11%,-15%,0%,0.2%,2%,
CCOc1ccccc1CN1CCNC(=O)C1CC(=O)N(C)CCC1CCOCC1 (stereo unspecified),0%,6%,1%,2.3%,-7%,
CCCNC(=S)Nc1c(C)n(C)n(-c2ccccc2)c1=O,2%,-7%,-6%,0.6%,9%,
Cc1cc(NC(=O)COC(=O)c2cccc(S(=O)(=O)N3CCOCC3)c2)no1,14%,18%,-3%,i,-4%,
CCc1ccccc1NC(=O)c1nnn(CC(=O)Nc2cccc(C)c2C)c1N,-3%,0%,-7%,5.4%,5%,
COc1ccc(-c2cc(C(=O)N3CCCC(C(F)(F)F)C3)c3ccccc3n2)cc1OC (stereo unspecified),5%,9%,32%,7.3%,-11%,
CC(=O)Nc1ccc(/C(C)=N/NC(=O)c2ccncc2)cc1,-3%,64%,?,1.3%,-2%,
CN(CC(=O)Nc1ccc(C#N)cc1)Cc1ccc(Cl)cc1,12%,?,4%,1.1%,1%,
CCCC(=O)c1c[nH]c(C(=O)NCCCN2CCOCC2)c1,-1%,-9%,-2%,0.2%,-2%,
Cc1ccc2cccc(S(=O)(=O)Nc3ccc4c(c3)OCO4)c2n1,-3%,15%,5%,0.3%,-1%,
CC1(C)CC(=O)C2=C(C1)OC(=O)C2(NC(=O)c1cccs1)C(F)(F)F (stereo unspecified),4%,.,-3%,0.4%,-5%,
C=CCNC(=O)c1ccccc1CCc1ccccc1,6%,-3%,-9%,i,13%,
COc1ccc2nc(N3C(=O)/C(=C/c4ccccc4)NC3=S)sc2c1,-6%,79%,?,7.7%,-5%,inhibitors of VEEV 10K pilot screen=1.1
Cc1ccc(N2C(=S)N=C(Nc3ccccc3C)C23CCOC(C)(C)C3)cc1 (stereo unspecified),6%,-1%,8%,i,19%,
O=Cc1c(C(=O)O)n(Cc2ccc(F)cc2Cl)c2ccccc12,2%,8%,1%,1.2%,22%,
CC(C)(C)c1ccc(-c2nc(C#N)c(NCc3ccncc3)o2)cc1,-2%,29%,?,i,21%,
Cc1cc(C)c2cc(CN(CCO)Cc3nnnn3Cc3ccc(F)cc3)c(=O)[nH]c2c1,-1%,.,.,7.7%,1%,
O=C(COC(=O)c1ccc2ncsc2c1)NCc1cccc(Cl)c1,.,43%,61%,0.7%,3%,
Cn1c(=O)c2c(nc(SCC(=O)NCc3ccco3)n2C)n(C)c1=O,1%,-6%,3%,0.3%,-2%,
Cc1ccc(C)c(SCC(=O)OCC(=O)N2CC(C)OC(C)C2)c1 (stereo unspecified),5%,33%,-1%,0.4%,-7%,
COc1ccc(C(=O)NC(=O)N2CCCCC2)cc1,8%,-18%,-3%,0.4%,-1%,
O=C(O)[C@@H]1CCCN(S(=O)(=O)c2cccc3cccnc23)C1,.,-18%,-15%,1.1%,10%,
COC(=O)c1sccc1NC(=O)Nc1cccc(C)c1C,-5%,-10%,-2%,4.1%,-8%,
CC(C)C(=O)N1CCN(c2nc(-c3ccc(Cl)cc3)cs2)CC1,-4%,78%,18%,i,9%,

# New compounds follow
SMILES,Salmonella PhoP GFP,M. tuberculosis,M. tuberculosis HTS,inhibitors of VEEV,H1N1 NS1A inhibition,others
O=C1CC(SC(=NCc2ccc3c(c2)OCO3)Nc2ccccc2)C(=O)N1c1ccccc1 (stereo unspecified),7%,-6%,-2%,1.8%,-12%,
CC(=O)c1c(O)cc(O)cc1CC(=O)O,3%,-13%,-4%,0.9%,0%,
C#CCn1c(-c2ccccc2)ccc(C#N)c1=O,0%,2%,22%,0.8%,-3%,
COC(=O)c1ccccc1NS(=O)(=O)c1ccc(F)cc1,4%,38%,4%,0.7%,-10%,
COC(=O)C1=C(c2ccc(F)cc2OCc2ccccc2)C[C@@H]2CC[C@H]1N2C(=O)NCCO,.,21%,-3%,0.2%,-14%,
COc1ccc(N2C(=O)CS(=O)C(c3ccccc3)C2=O)cc1 (stereo unspecified),0%,9%,0%,0.2%,8%,
O=C(NC1CCCCC1)C(c1ccc2ncccc2c1)N(Cc1ccc2c(c1)OCO2)C(=O)c1cccs1 (stereo unspecified),4%,42%,7%,3.8%,1%,

# Assay outcomes: PubChem BioAssay, Southern Research Specialized Biocontainment Screening Center

# Outcome played no part in choosing rows; 1.6% or so of the library scored in one or more.
